Source: PubChem
uPA generation: blocks generation of uPA at the cell surface; AID 540303; cell surface uPA generation assay, qHTS; Potency, µM (top dose mostly 38.3 µM), inactives show at the highest dose activity change, negative = inhibition, usual class: inhibitors; hit rate 0.31% among 330,000; active means well fitted inhibition curve with a large enough effect; inconclusive means small, poorly fitted or top-dose-only effect; inactive means no such curve, though single readings can be large or run the other way; tested in mouse RAW 264.7 cells; further: on the % scale 0 is the no-effect control and ±100 the full control effect; nearly all actives have a fitted effect of over 55% in size
MBNL1-CUG inh: MBNL1-poly(CUG) RNA binding inhibition; TR-FRET MBNL1-His/biotin-(CUG)12 binding, 665/545 ratio; Potency, µM (top dose mostly 57.5 µM), inactives show at the top dose activity change, negative = inhibition, hits mostly inhibitors; hit rate 0.036% among 280,000; active means well fitted inhibition curve with a large enough effect in the signal ratio, with a control signal flat, not every such curve was filed as active; inconclusive means small, poorly fitted or top-dose-only effect, or effect the other way, or a change in a side signal; inactive means no such curve, though single readings can be large or run the other way; the % refers to the signal ratio; further: on the % scale 0 is the no-effect control and ±100 the full control effect
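Compounds (final 92 nM to 58 uM) are added to His-tagged MBNL1 and biotin-(CUG)12, then terbium anti-His antibody and streptavidin-XL665 (5 nM final). After 60 min at room temperature, the 665/545 nm ratio is read.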
Rab9 prom act: activates the Rab9 promoter; Huh7 Rab9 promoter-luciferase reporter, luminescence, 24 h; Potency, µM (titrated, usually from 9.22 µM), for the others: at the top dose activation, negative = inhibition, most hits filed as activators; hit rate 2.8% among 320,000; AID 485297; further: % of control where 0% means no effect; nearly all actives have a fitted effect of over 60% in size
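Luciferase signal after 10 min detection reagent at ambient indicates Rab9 promoter upregulation; stably transfected Huh7 cells were treated 24 h with compound in DMSO at 37 °C, 5% CO2.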
RORg inh: blocks mouse ROR gamma transcriptional activity. P51450. Drosophila S2 Gal4-RORgamma UAS-luciferase reporter, 20 h. Potency, µM (series often up to 53.6 µM), for inactives: at the highest dose activity change, negative = inhibition, usual class: inhibitors. hit rate 5.4% among 310,000; further: on the % scale 0 is the no-effect control and ±100 the full control effect; nearly all actives have a fitted effect of over 60% in size
Target sequence (P51450 whole entry, looked up, the tested form may be a part): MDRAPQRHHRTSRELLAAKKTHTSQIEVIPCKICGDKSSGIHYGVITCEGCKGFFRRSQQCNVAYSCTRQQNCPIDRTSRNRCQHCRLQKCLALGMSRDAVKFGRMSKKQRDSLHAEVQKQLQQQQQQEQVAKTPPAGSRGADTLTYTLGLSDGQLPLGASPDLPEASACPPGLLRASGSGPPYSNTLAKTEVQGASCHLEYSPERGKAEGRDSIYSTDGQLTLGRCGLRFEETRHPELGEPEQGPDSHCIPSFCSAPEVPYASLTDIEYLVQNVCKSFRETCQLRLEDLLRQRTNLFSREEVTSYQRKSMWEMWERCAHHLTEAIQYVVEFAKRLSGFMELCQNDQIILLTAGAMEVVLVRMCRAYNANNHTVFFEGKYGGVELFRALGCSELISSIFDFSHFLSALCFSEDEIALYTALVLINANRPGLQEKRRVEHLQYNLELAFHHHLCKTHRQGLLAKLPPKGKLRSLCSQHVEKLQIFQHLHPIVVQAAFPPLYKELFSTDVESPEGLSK
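Luminescence from a UAS-regulated Photinus luciferase reporter in stably transfected Drosophila Schneider cells is measured; decreased signal marks ROR gamma inhibition. Fusion expression is induced by 700 uM copper sulfate for 20 hr.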
CXXC DNA block: inhibitors of human MLL CXXC domain-DNA interaction | Q03164 | Potency, µM (series often up to 115 µM), for inactives: top-dose activity change, negative = inhibition, most hits filed as inhibitors | MLL-CXXC / FITC-HOXA9 DNA fluorescence polarization | hit rate 0.037% among 290,000; active means well fitted inhibition curve with a large enough effect in the polarisation, with a control signal flat, not every such curve was filed as active; inconclusive means small, poorly fitted or top-dose-only effect, or effect the other way, or a change in a side signal; inactive means no such curve, though single readings can be large or run the other way; the % refers to the polarisation
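Purified MLL-CXXC (added from a 7 uM solution) was preincubated 5 min at ambient with pinned compounds in 50 mM Tris-HCl pH 7.5, 50 mM NaCl, 1 mM DTT, 0.05% BSA. Fluorescein-labeled HOX-A9 DNA (50 nM solution) followed, 30 min, then polarization read.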
BRCA1 expr up: activators of BRCA1 expression | hit rate 1.1% among 380,000 | AID 624202 | Potency, µM (series often up to 46.1 µM), for the others: top-dose activation, hits mostly activators | MCF7-BRCA1-FFLuc reporter, luminescence, 48 h; response scale: scaled: vehicle 0%, 10 µM genistein 100%; further: nearly all actives have a fitted effect of over 80% in size; some results filed as inactive show a strong effect at the top dose
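Luminescence from a BRCA1-driven firefly luciferase in MCF7 cells was the read-out, taken 15 min after substrate addition following 48 h compound exposure at 37 °C. Data were normalized to a 10 microM genistein control and DMSO vehicle.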
NPC1 prom act: activates the NPC1 promoter. AID 485313. hit rate 2.4% among 320,000. Huh7 NPC1 promoter luciferase reporter, 24 h. Potency, µM (doses to about 9.22 µM), inactives show at the highest dose activation, usual class: activators;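 further: % of control where 0% means no effect; nearly all actives have a fitted effect of over 60% in size; reporter is driven by a mutant NPC1 promoter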
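Luciferase expression driven by the NPC1 promoter was measured in stably transfected Huh7 cells after a 24 h compound incubation, using a luciferase reagent and a luminescence read.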
p53 reactivator: mutant p53 re-activation in reporter cells | H1299 p53-A138V BP100-luciferase reporter, luminescence, 24 h | Potency, µM (doses to about 92.2 µM), for the others: at the top dose activity change, positive = activation, most hits filed as activators | hit rate 0.063% among 320,000; further: % of control where 0% means no effect; nearly all actives have a fitted effect of over 45% in size
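p53-null H1299 cells stably carrying temperature-sensitive p53-A138V and a BP100-luciferase reporter were pinned with compounds (4-point, 1:5 series) and held 24 hrs at 37 deg C. Luminescence was read 10 min after detection reagent.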
ELG1 genotox: genotoxicity induction in ELG1-luciferase HEK293T cells. hit rate 1.3% among 330,000. HEK293T ELG1-luciferase reporter, luminescence, 16 h. Potency, µM (titrated, usually from 46 µM), for inactives: at the top dose activity change, positive = activation, hits mostly activators; further: % of control where 0% means no effect; nearly all actives have a fitted effect of over 60% in size
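Quantitative HTS format in 1536-well plates. HEK293T ELG1-luciferase reporter cells receive test compound and are incubated 16 hr at 37 °C, 5% CO2; ONE-Glo added, 30 min room temperature, then luminescence read.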
FLuc modulator: inhibits or activates purified firefly luciferase, miR-21 counter-screen; hit rate 6.9% among 360,000; purified FLuc, Km substrates, luminescence inhibition; P08659; Potency, µM (doses to about 57.5 µM), for inactives: at the top dose activity change, negative = inhibition, usual class: inhibitors;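 further: plate controls were vehicle for no effect and reference inhibitor for full effect; nearly all actives have a fitted effect of over 55% in size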
Target sequence (P08659 whole entry, looked up): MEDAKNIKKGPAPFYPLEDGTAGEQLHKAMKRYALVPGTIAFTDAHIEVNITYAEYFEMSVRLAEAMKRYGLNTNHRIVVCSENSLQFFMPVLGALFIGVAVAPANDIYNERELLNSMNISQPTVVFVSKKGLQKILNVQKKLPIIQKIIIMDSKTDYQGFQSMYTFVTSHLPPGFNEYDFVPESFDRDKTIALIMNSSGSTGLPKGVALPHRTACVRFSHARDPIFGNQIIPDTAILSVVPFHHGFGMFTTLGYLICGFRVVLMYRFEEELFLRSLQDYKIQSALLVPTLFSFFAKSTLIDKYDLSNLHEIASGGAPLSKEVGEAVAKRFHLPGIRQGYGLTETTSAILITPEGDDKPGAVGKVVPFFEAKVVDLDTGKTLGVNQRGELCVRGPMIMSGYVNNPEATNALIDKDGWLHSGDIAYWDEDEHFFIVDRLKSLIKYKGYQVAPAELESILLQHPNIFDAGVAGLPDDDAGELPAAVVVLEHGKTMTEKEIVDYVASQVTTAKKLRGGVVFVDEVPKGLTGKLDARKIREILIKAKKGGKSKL
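Biochemical qHTS of compounds, final roughly 60 µM downward over six points, against 10 nM purified firefly luciferase using Km concentrations of substrates (10 uM D-luciferin, 10 uM ATP) in Tris acetate pH 7.5 buffer; luminescence output.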
Gal4-VP16 FLuc: Gal4-VP16 reporter inhibition counter-screen | Potency, µM (top dose mostly 53.6 µM), for the others: at the top dose activity, negative = inhibition, most hits filed as inhibitors | AID 2546 | hit rate 3.5% among 310,000 | Drosophila S2 Gal4-VP16 UAS-luciferase, luminescence, 20 h;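 further: Gal4-VP16 expression switched on by copper sulfate through the metallothionein promoter; on the % scale 0 is the no-effect control and ±100 the full control effect; nearly all actives have a fitted effect of over 50% in size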
Numbers without * were called inactive; [ ] = dose if it differs, or a comment. Unless noted, the call rests on the fitted dose curve; in most records, active means well fitted curve in the direction sought with a large enough effect; inconclusive means small, poorly fitted or top-dose-only effect, or another doubt; inactive means no such curve, though single readings can be large; an effect the other way counts as inactive or inconclusive. Potency means the concentration at half of the fitted maximal effect. Only part of the results is shown; rates above refer to the full screens.

CCN(CC)C1CCN(C(=O)c2cc(COc3cccc4cccnc34)on2)C1 (configuration not stated) was read as uPA generation -3%, MBNL1-CUG inh 3%, Rab9 prom act -2%, RORg inh -5%, CXXC DNA block -7%, BRCA1 expr up 2%, NPC1 prom act -4%, p53 reactivator 10%, ELG1 genotox 3%, FLuc modulator 0% and Gal4-VP16 FLuc -9%.
COC(=O)C1=C(C)NC(=O)NC1/C=C/c1ccccc1 (configuration not stated) was read as uPA generation 2%, MBNL1-CUG inh 1%, Rab9 prom act -3%, RORg inh 20%, CXXC DNA block -1%, BRCA1 expr up 15%, NPC1 prom act -3%, p53 reactivator -16%, ELG1 genotox 6%, FLuc modulator 1% and Gal4-VP16 FLuc -6%.
`Cc1cc(C)cc(NC(=O)CCn2cnc3cc(C)c(C)cc32)c1` gave uPA generation -2%, MBNL1-CUG inh 0%, Rab9 prom act -7%, RORg inh -6%, CXXC DNA block -5%, BRCA1 expr up -14%, NPC1 prom act -5%, p53 reactivator -4%, ELG1 genotox -8%, FLuc modulator -11% and Gal4-VP16 FLuc -4%.
CN(C)CCCN(CCCNC(=O)/C=N/O)Cc1ccccc1 was read as uPA generation -6%, MBNL1-CUG inh -2%, Rab9 prom act -6%, RORg inh 0%, CXXC DNA block 8%, BRCA1 expr up 4%, NPC1 prom act 0%, p53 reactivator -14%, ELG1 genotox -1%, FLuc modulator 1% and Gal4-VP16 FLuc 7%.
`CCn1ncc(Br)c1C(=O)Nc1ccc(OC(F)(F)F)cc1` gave uPA generation 1%, MBNL1-CUG inh -6%, Rab9 prom act -8%, RORg inh 34%, CXXC DNA block -6%, BRCA1 expr up 1%, NPC1 prom act -2%, p53 reactivator 15%, ELG1 genotox -1%, FLuc modulator 0% and Gal4-VP16 FLuc -1%.
COCC1OS(=O)(=O)NC(CC(=O)SC(C)(C)C)C1C (configuration not stated) was read as uPA generation 1%, MBNL1-CUG inh 4%, Rab9 prom act 0%, RORg inh -10%, CXXC DNA block -8%, BRCA1 expr up -10%, NPC1 prom act -3%, ELG1 genotox 2%, FLuc modulator 3% and Gal4-VP16 FLuc 11%.
`O=C(c1ccccc1)c1cnc2ccc(Cl)cc2c1N1CCOCC1` gave uPA generation 7%, MBNL1-CUG inh 4%, Rab9 prom act -3%, RORg inh 1%, CXXC DNA block 12%, BRCA1 expr up 4%, NPC1 prom act 0%, p53 reactivator -3%, ELG1 genotox 4%, FLuc modulator 4% and Gal4-VP16 FLuc -5%.
CNC(=O)NC(=O)CN1C(=O)NC2(CCOc3ccccc32)C1=O (configuration not stated) was read as uPA generation 3%, MBNL1-CUG inh -5%, Rab9 prom act 2%, RORg inh -2%, CXXC DNA block 42%[activator], BRCA1 expr up 13%, NPC1 prom act 5%, p53 reactivator -1%, ELG1 genotox -12%, FLuc modulator 3% and Gal4-VP16 FLuc 4%.
COc1ccc(Cl)cc1NS(=O)(=O)c1cccc(C(=O)N2CC(C)OC(C)C2)c1 (configuration not stated) was read as uPA generation 7%, Rab9 prom act 4%, BRCA1 expr up 0%, NPC1 prom act -4%, p53 reactivator -11%, ELG1 genotox 2% and FLuc modulator -2%.
NC(=O)C1(N2CCCCC2)CCN(C(=S)NC2CCCC2)CC1 was read as uPA generation 18%, MBNL1-CUG inh -7%, Rab9 prom act -3%, RORg inh 2%, CXXC DNA block -25%, BRCA1 expr up 13%, NPC1 prom act 0%, p53 reactivator -1%, ELG1 genotox -1%, FLuc modulator 1% and Gal4-VP16 FLuc -4%.
`CN(C)C(=O)c1cccn1-c1ncc(C(F)(F)F)cc1Cl` gave uPA generation -1%, MBNL1-CUG inh -3%, Rab9 prom act 1%, RORg inh 6%, CXXC DNA block 8%, BRCA1 expr up 3%, NPC1 prom act -1%, p53 reactivator inconclusive, ELG1 genotox 2%, FLuc modulator -2% and Gal4-VP16 FLuc -11%.
Screening CCOC(=O)c1c(-c2ccccc2)csc1/N=C/C1C(=O)CCCC1=O returned uPA generation -1%, MBNL1-CUG inh 5%, Rab9 prom act -6%, RORg inh 32%, CXXC DNA block 16%, BRCA1 expr up -24%, NPC1 prom act -2%, p53 reactivator 7%, ELG1 genotox 2%, FLuc modulator 2% and Gal4-VP16 FLuc 7%.
For CC(=O)N1CCc2cc(S(=O)(=O)CCC(=O)NCc3ccco3)ccc21 the results were uPA generation 5%, MBNL1-CUG inh -11%, Rab9 prom act -1%, RORg inh 5%, CXXC DNA block 2%, BRCA1 expr up -2%, NPC1 prom act 4%, p53 reactivator 1%, ELG1 genotox 1%, FLuc modulator -2% and Gal4-VP16 FLuc -5%.
O=C(CNc1cccc2ccccc12)N/N=C/C(Br)=C/c1ccccc1 was read as uPA generation -22%, MBNL1-CUG inh 8%, Rab9 prom act 2%, RORg inh -1%, CXXC DNA block 32%[activator], BRCA1 expr up -61%, NPC1 prom act -8%, p53 reactivator 1%, ELG1 genotox 0%, FLuc modulator -17% and Gal4-VP16 FLuc -17%.
`CC1CN(CCCCOc2ccc(F)cc2)CC(C)O1` (configuration not stated) gave uPA generation -1%, MBNL1-CUG inh -3%, Rab9 prom act 2%, RORg inh 19%, CXXC DNA block 0%, BRCA1 expr up -33%, NPC1 prom act -4%, p53 reactivator -1%, ELG1 genotox -1%, FLuc modulator 3% and Gal4-VP16 FLuc 0%.
`COc1cc(OC)c(OC)cc1/C=N/n1c(C)nnc1C` gave uPA generation -6%, MBNL1-CUG inh 0%, Rab9 prom act 6%, RORg inh -31%, CXXC DNA block 3%, BRCA1 expr up -37%, NPC1 prom act 2%, p53 reactivator -2%, ELG1 genotox 9%, FLuc modulator 0% and Gal4-VP16 FLuc -5%.
`CCCCC(=O)Nc1ccc2c(c1)oc1ccccc12` gave uPA generation -4%, MBNL1-CUG inh 15%, Rab9 prom act 3.5µM*, RORg inh -21%, CXXC DNA block -3%, BRCA1 expr up 98%, NPC1 prom act inconclusive, p53 reactivator inconclusive, ELG1 genotox inconclusive, FLuc modulator 8.5µM* and Gal4-VP16 FLuc -2%.
C[C@]12C=CC(=O)C=C1CCC1C3CC[C@](O)(C(=O)CO)[C@@]3(C)CC3OC312 (some centres not stated) was read as uPA generation -4%, MBNL1-CUG inh -16%, Rab9 prom act 0%, RORg inh 39%, CXXC DNA block -1%, BRCA1 expr up -8%, NPC1 prom act -3%, p53 reactivator -3%, ELG1 genotox -2%, FLuc modulator -3% and Gal4-VP16 FLuc -15%.
`CN(c1ccccc1C(=O)Nc1ccc(F)c(Cl)c1)S(C)(=O)=O` gave uPA generation 0%, MBNL1-CUG inh -3%, Rab9 prom act -15%, RORg inh 5%, CXXC DNA block inconclusive, BRCA1 expr up 3%, NPC1 prom act -1%, p53 reactivator -4%, ELG1 genotox -2%, FLuc modulator 4% and Gal4-VP16 FLuc -12%.
Screening C=CCN=Cc1sc2ccc(OCC)cc2c1O returned MBNL1-CUG inh inconclusive, Rab9 prom act 2.8µM*, RORg inh 8%, CXXC DNA block 1%, NPC1 prom act 3.2µM*, p53 reactivator inconclusive, ELG1 genotox inconclusive, FLuc modulator 8.5µM* and Gal4-VP16 FLuc -13%.
For N#Cc1ccccc1S(=O)(=O)N1CCN(C(=O)CCc2ccccc2)CC1 the results were uPA generation 26%, Rab9 prom act 3%, BRCA1 expr up 0%, NPC1 prom act 1%, p53 reactivator -11%, ELG1 genotox 0% and FLuc modulator 5%.
O=C(NN1C(=O)C2C3C=CC(C3)C2C1=O)c1ccncc1 (configuration not stated) was read as uPA generation 3%, MBNL1-CUG inh -10%, Rab9 prom act 7%, RORg inh -6%, CXXC DNA block 6%, BRCA1 expr up 6%, NPC1 prom act 0%, p53 reactivator -4%, ELG1 genotox 3%, FLuc modulator 2% and Gal4-VP16 FLuc 0%.
For Cc1ccccc1OCCNc1cc(N2CCCCC2)ccc1[N+](=O)[O-] the results were uPA generation 4%, MBNL1-CUG inh 8%, Rab9 prom act 1%, RORg inh inconclusive, CXXC DNA block 0%, BRCA1 expr up 0%, NPC1 prom act 4%, p53 reactivator 8%, ELG1 genotox 0%, FLuc modulator -16% and Gal4-VP16 FLuc -10%.
For O=C(O)CCn1c2c(c3ccccc31)CCCC2 the results were uPA generation -1%, MBNL1-CUG inh -2%, Rab9 prom act -6%, RORg inh 14%, CXXC DNA block 4%, BRCA1 expr up 0%, NPC1 prom act 2%, p53 reactivator -7%, ELG1 genotox 1%, FLuc modulator -18% and Gal4-VP16 FLuc -7%.
